procasp3 activ: procaspase-3 (human) activation | actives 0.11% (n = 330,000) | recombinant procaspase-3 D3A, Ac-DEVD-pNA absorbance 405 nm | activation, % at 8.5 µM;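 active = activation above the mean of all tested compounds plus 3 SD, cut at about 21% in these data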;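 also: 0% = DMSO alone and 100% = DMSO wells spiked with extra 5 µM PC-3 D3A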
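Assay system: Procaspase-3 D3A mutant, all three cleavage aspartates alanine. Buffer or medium: Zinc-free HEPES saline buffer with Triton X-100. Times: 1 h compound preincubation, 2 h substrate hydrolysis at 25 °C. Measured by: 405 nm absorbance of p-nitroaniline, reads at 0 and 120 min. Read-out basis: percent activation relative to control range. Replicates: singlicate.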
PP5 inh: inhibitors of human protein phosphatase 5 (PP5) | inhibition, % at 6.7 µM | purified PP5c, OMFP substrate fluorescence | actives 0.18% (n = 320,000) | P53041;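 active = inhibition above the campaign's mean inhibition across all tested compounds plus 3 SD, cut at about 9.5% in these data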;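 also: 0% = DMSO only and 100% = 100 µM cantharidin control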
Target sequence (P53041 whole entry, looked up): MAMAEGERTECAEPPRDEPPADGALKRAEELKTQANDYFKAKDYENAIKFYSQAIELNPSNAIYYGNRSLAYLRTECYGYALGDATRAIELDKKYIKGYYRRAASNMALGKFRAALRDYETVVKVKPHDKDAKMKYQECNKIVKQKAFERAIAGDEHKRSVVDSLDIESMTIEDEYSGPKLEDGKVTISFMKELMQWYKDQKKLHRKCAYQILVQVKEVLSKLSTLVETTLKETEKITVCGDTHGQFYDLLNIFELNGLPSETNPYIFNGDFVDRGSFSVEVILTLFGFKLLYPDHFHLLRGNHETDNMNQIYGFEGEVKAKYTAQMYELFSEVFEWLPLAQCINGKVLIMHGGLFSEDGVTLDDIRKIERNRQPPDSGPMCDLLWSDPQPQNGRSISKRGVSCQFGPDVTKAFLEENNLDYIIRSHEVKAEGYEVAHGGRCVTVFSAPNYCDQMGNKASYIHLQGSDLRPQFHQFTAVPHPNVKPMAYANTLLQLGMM
PP1 inh: counter-screen for PP5 inhibitors: inhibitors of human PP1-alpha | AID 2235 | purified PP1alpha, OMFP fluorescence | actives 0.9% (n = 320,000) | inhibition, % at 6.7 µM;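 active = inhibition above the mean inhibition of all tested compounds plus 3 SD, computed separately for each screening campaign, cut at about 15% in these data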
proCasp7 act: counter-screen for procaspase-3 activators: activators of human procaspase-7 | P55210 | recombinant procaspase-7, Ac-DEVD-pNA absorbance 405 nm; D23A/D198A/D206A triple mutant, cannot self-cleave; scale: DMSO 0, 5 µM enzyme 100 | activation, % at 8.5 µM | actives 0.093% (n = 330,000) | AID 463210;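 active = percent activation above the screen-wide mean plus 3 SD, cut at about 25% in these data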
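Material: Procaspase-7 triple mutant (PC-7 D3A) | Quantity: 2 µM procaspase-7 mutant as dispensed | Reagent: DEVD-pNA substrate | Times: 1 h preincubation, 2 h reaction | Technique: 405 nm absorbance of p-nitroaniline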
JMJD2C inh: inhibitors of human GASC-1 (JMJD2C) demethylase | AID 2099 | Q9H3R0 | GST-JMJD2C(1-420) H3K9me3 demethylation, DELFIA europium | actives 0.069% (n = 330,000) | inhibition, % at 2.35 µM;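 active = more than half of a compound's replicate wells show inhibition beyond 50%, single wells judged on their own value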;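 also: signal counts dimethyl H3K9 product captured on neutravidin plate; 0% = median of DMSO wells and 100% = 0.3 times that DMSO median; strong numbers were not always called active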
Target sequence (Q9H3R0 1-420 limits assumed): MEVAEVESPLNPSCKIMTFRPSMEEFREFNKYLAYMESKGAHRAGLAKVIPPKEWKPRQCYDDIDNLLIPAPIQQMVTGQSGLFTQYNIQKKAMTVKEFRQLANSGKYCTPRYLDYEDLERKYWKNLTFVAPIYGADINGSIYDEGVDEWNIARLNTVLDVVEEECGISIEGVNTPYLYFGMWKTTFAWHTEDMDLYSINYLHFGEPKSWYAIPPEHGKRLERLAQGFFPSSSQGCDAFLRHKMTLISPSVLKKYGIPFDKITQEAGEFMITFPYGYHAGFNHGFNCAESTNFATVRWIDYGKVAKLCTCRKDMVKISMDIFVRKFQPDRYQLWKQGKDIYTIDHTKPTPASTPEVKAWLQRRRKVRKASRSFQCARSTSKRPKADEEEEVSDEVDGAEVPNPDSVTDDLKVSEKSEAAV
core dimer inh: blocks dimerization of HCV core protein; TR-FRET GST/Flag-core106 dimerization, 1536-well; inhibition, % at 5 µM; actives 0.33% (n = 300,000); AID 1899;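 active = inhibition above the mean of all tested compounds plus 3 SD, set per screening campaign, cut at about 45% in these data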
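Assay system: Tagged HCV core106 pair (GST and Flag) | Buffer or medium: KF-containing HEPES buffer, pH 7.45, DTT, CHAPS, BSA | Also added: Eu donor and XL665 acceptor anti-tag antibodies | Dosing: One concentration, 5 µM, in 0.5% DMSO | Timing: 4 h at 22.5 °C | Technique: TR-FRET 671 and 617 nm emission | Repeats: Singlicate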
Efflux pump mplx: blocks antifungal efflux pumps in multiplex yeast assay; S. cerevisiae Candida pump triplex, Nile Red efflux; inhibition, % at 10 µM; actives 0.44% (n = 330,000); AID 485275;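 active = plate passing quality check with inhibition over a set limit, or well fluorescence over plate mean plus 4 SD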;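 also: Nile Red retained in pooled yeast measured as flow cytometry median fluorescence; 0% = buffer negative control and 100% = Enniatin B positive control; higher means more Nile Red kept so more efflux inhibition; some compounds called inactive have numbers as strong as hits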
CTSL1 counter: blocks F. hepatica cathepsin L1 in PFM18AAP counter-screen | recombinant F. hepatica cathepsin L1, Z-Leu-Arg-MCA fluorescence | inhibition, % at 5.96 µM | actives 0.49% (n = 300,000) | AID 1906;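 active = inhibition above the mean of all tested compounds plus 3 SD, set per screening campaign, cut at about 17% in these data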;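 also: 0% = plate median of test compound wells and 100% = 1 µM Z-Phe-Ala-diazomethylketone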
TPT1 inh: blocks Candida albicans tRNA 2'-phosphotransferase; recombinant caTPT1, FP RNA substrate dephosphorylation; inhibition, % at 5 µM; actives 0.81% (n = 300,000);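 active = inhibition above the mean of all tested compounds plus 3 SD, set per screening campaign, cut at about 24% in these data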;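 also: plate controls were DMSO alone for no effect and ferristatin control at 100 nM for full effect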
* = called active by the depositor; nt = no result given.

SMILES	procasp3 activ	PP5 inh	PP1 inh	proCasp7 act	JMJD2C inh	core dimer inh	Efflux pump mplx	CTSL1 counter	TPT1 inh
COc1cccc(CNC(=O)Cn2ccc3cc(S(=O)(=O)N4CCC(C)CC4)ccc32)c1	-3	1.6	2	2	2	12	-0.2	2	0
Cc1ccc(C(=O)OCC(=O)Nc2cccc(S(=O)(=O)NC3=NCCCCC3)c2)c(C)c1	7	0.0	-10	9	-4	3	0.5	-14	1
CCOC(=O)c1cnc2ccc(C(=O)OC)cc2c1Nc1cccc(C(=O)O)c1	10	1.3	-3	8	4	-4	-0.3	1	2
Cc1ccc(C(C)C)c(OCC(=O)NC(=S)Nc2ccccc2N2CCOCC2)c1	-7	-0.9	0	4	-2	3	0.1	-1	-3
COC(=O)c1cccc(Nc2cc(C)nc(-c3ccccc3O)n2)c1	-5	2.5	1	-5	5	5	-0.1	2	-1
Cc1[nH]n(-c2ccccc2)c(=O)c1N=Nc1cccc(S(=O)(=O)N2CCOCC2)c1	4	3.9	-4	7	-3	5	0.1	-6	-1
CC(=O)C1=C(O)C(=O)N(c2ccc(Br)cc2)C1c1ccc([N+](=O)[O-])cc1 (stereo unspecified)	-2	1.1	10	12	-4	10	0.0	-4	-3
CC(C)(CNC(=O)c1cccc(NS(=O)(=O)c2ccc(Br)cc2)c1)N1CCOCC1	1	-0.8	-3	-3	11	2	-0.1	-2	0
COc1ccc(-c2nnc(SCC(=O)N3CCc4ccccc4C3)o2)cc1	0	0.6	4	1	11	6	0.0	13	2
CCCCNC(=O)c1ccccc1NC(=O)CN(c1ccccc1)S(=O)(=O)N(C)C	2	-2.9	2	-2	1	-11	0.0	4	-6
CC1CCN(S(=O)(=O)CCNC(=O)c2ccc(F)cc2)CC1	1	-0.6	-4	10	-2	-2	0.0	-3	3
CC1CCCCN1S(=O)(=O)c1ccc2c(c1)CCN2C(=O)CCC(=O)O (stereo unspecified)	-1	3.4	-9	-1	-11	3	0.1	0	-2
CCOC(=O)COc1cccc2c(=O)n(CC(=O)NCCc3ccccc3)ccc12	3	2.7	-2	6	-7	-2	0.1	-2	1
O=C(Cc1ccccc1)NCC(=O)N/N=C/c1cccs1	5	4.5	-2	-8	2	-5	0.1	2	0
O=C(NCc1ccco1)/C(=C\c1ccco1)NC(=O)c1ccc(Br)o1	-16	0.2	1	-19	-26	-6	0.1	15	-3
O=C(Cc1nc2ccccc2[nH]1)NCc1ccco1	13	-1.0	-3	20	-4	-5	-0.1	5	-4
Nc1nc(CSc2n[nH]c(-c3ccccc3)n2)nc(Nc2ccccc2)n1	6	6.1	-2	2	9	-3	0.0	0	-2
Cc1cc(C(=O)CCC(=O)N2CCN(c3ccccc3O)CC2)c(C)s1	-2	0.3	-3	9	0	nt	0.1	nt	nt
O=C(c1ccc(CS(=O)Cc2ccc(Cl)cc2)o1)N1CCN(c2ccc(F)cc2)CC1 (stereo unspecified)	1	4.7	1	3	0	-1	0.0	0	-2
CCN(CC)CCNC(=O)c1c(O)c2cc(OC)c(OC)cc2[nH]c1=O	7	4.5	-4	0	-1	-5	0.0	-2	1
CCOc1ccc(N2C(=O)CC(NCCNc3ccc(C(=O)c4cccs4)cc3)C2=O)cc1 (stereo unspecified)	-3	2.7	-1	-7	-5	15	0.0	1	-1
O=C(CC1C(=O)NCCN1C(=O)c1ccc([N+](=O)[O-])cc1)Nc1ccc(F)cc1 (stereo unspecified)	7	0.8	-4	1	-3	0	-0.2	-1	-1
COCc1nnc(NC(=O)c2cccc(NC(=O)c3ccccc3)c2)s1	0	2.9	1	-11	-3	-2	0.2	-3	3
O=C(N1CCN(Cc2ccccc2)CC1)C12CC3CC(CC(C3)C1)C2	2	1.9	0	2	-9	9	0.1	0	0
CCC(C(=O)NC1CC1)n1nc(C)c2c(C)n(-c3ccc(C)cc3)nc2c1=O (stereo unspecified)	7	-1.3	-4	4	-2	-4	-0.1	3	-4
Cc1ccc(NC(=O)c2ccc(Cl)c(S(=O)(=O)N3CCCCC3)c2)nc1	8	3.2	0	7	3	nt	-0.2	nt	nt
COc1ccc(NC(=O)C(CC(C)C)NC(=O)C2CCCCC2)c(OC)c1 (stereo unspecified)	4	0.8	-4	-3	1	-2	-0.1	0	2
Cc1[nH]c(=S)[nH]c(=O)c1CCCO	-11	-0.9	-3	-6	-2	-3	0.1	2	-5
O=C(NCc1ccco1)c1cnn2cccnc12	2	-0.8	-1	12	81	2	0.0	0	-2
O=C(NNS(=O)(=O)c1ccc(Cl)cc1)C1CCN(Cc2ccccc2)CC1	-4	3.8	-3	7	-7	-1	0.1	-2	3
O=C(Nc1ccc(Cc2ccncc2)cc1)C1CC1	9	0.9	-2	-6	5	5	-0.2	-1	2
O=C(c1ccc(Br)o1)N1CCN(C23CC4CC(CC(C4)C2)C3)CC1	6	-0.9	-1	-1	-20	-2	-0.1	-1	-2
CCN1CCN(C(c2cccs2)C(C)NC(=S)Nc2cc(C)ccc2C)CC1 (stereo unspecified)	0	0.9	1	5	-4	2	0.2	5	-3
C=CC[C@@H](CC(=O)N(CCO)Cc1ccccc1)C(=O)N[C@@H](C)COC(=O)[C@@H](CC=C)Cc1ccc(F)cc1	13	nt	nt	4	2	nt	-0.2	nt	nt
CCN1CCCC1CNCc1cccc(OC)c1OCc1ccccc1F (stereo unspecified)	1	2.3	-4	-10	-2	2	-0.1	-1	-3
CCNC(=O)c1cnn(-c2ccccc2)c1-c1ccccc1	19	1.3	4	3	5	-13	-0.1	-3	-3
Cn1nnnc1SCc1csc(C2C(C#N)=C(N)OC3=C2C(=O)CCC3)c1 (stereo unspecified)	-8	1.9	-2	-9	7	-6	-0.1	12	3
CCO[C@H]1OC(C(=O)N2CCN(C)CC2)=C[C@@H](C)[C@@H]1CCCO	5	0.2	-2	-6	-1	-11	nt	2	-3
COc1ccc(-c2nc(N)n[nH]2)cc1OC	0	0.2	1	-3	12	0	0.0	-1	0
COc1cccc(C(=O)N2CCN(Cc3ccccc3Br)CC2)c1	-2	0.3	-1	-5	6	-1	0.3	3	0
CCN(CC(=O)NC1CCS(=O)(=O)C1)S(=O)(=O)c1cccc(C(C)=O)c1 (stereo unspecified)	-6	2.1	-2	3	8	-1	0.1	-5	1
CCOC(=O)Cn1cc(Cl)c(=O)c(Cl)c1	0	-0.3	-2	8	-1	-5	-0.1	-11	-2
Cc1ccc2nc(SCC(=O)O)nc(C)c2c1	-5	3.6	-1	-10	8	3	0.2	-6	-1
COc1ccc(CN2CCNC(=O)C2CC(=O)NCCCn2cccn2)cc1C (stereo unspecified)	7	2.9	-2	5	-8	0	0.2	0	-2
CC(C)(C)N(Cc1cc2ccccc2[nH]c1=O)C(=O)c1cccnc1	8	2.6	0	-4	1	-1	0.0	1	-5
COc1ccc(CCNC(=O)c2coc3ccccc3c2=O)cc1	8	-0.6	-5	3	113	-1	0.0	0	4
Cc1nn(C)c(C)c1NS(=O)(=O)c1ccc(N2CCCC2=O)cc1	-12	3.5	-1	-9	-27	-1	0.1	-5	0
Cc1ccc(NC(=O)CNC(=O)OCc2ccccc2)cc1C	-7	-0.3	-4	5	-5	-3	0.0	-1	0
CN(C)S(=O)(=O)c1ccc(Cl)c(C(=O)Nc2nc3ccccc3[nH]2)c1	1	1.4	-1	11	-2	2	-0.2	2	-1
CCOC(=O)C1=C(C)N=c2s/c(=C\c3ccc(OCC(=O)O)c(OC)c3)c(=O)n2C1c1ccc(OC)cc1 (stereo unspecified)	-5	2.8	10	-2	8	9	0.0	10	25*
COc1ccc(NC(C)=O)cc1NC(=O)c1cccc(S(=O)(=O)N2CCc3ccccc32)c1	1	4.0	2	5	-1	nt	0.1	nt	nt
Cc1cccc(C(=O)N2CCc3cc(-c4nc(NC(=O)Cn5nnc6ccccc6c5=O)sc4C)ccc32)c1	-7	-1.0	7	-12	-3	52*	0.8	-1	-1
CSc1nc2c(c(C(F)(F)F)n1)CC(C)CC2 (stereo unspecified)	7	-0.6	2	-1	3	0	0.0	-1	-3
C=CC[n+]1c(C)csc1Nc1cccc(Br)c1	-2	-1.1	-4	-1	-17	-3	0.2	-1	2
O=C(CCS(=O)(=O)Cc1ccccc1)NC1CCCCC1	5	0.0	-3	-3	-4	-6	-0.1	0	-1
COc1cc(S(=O)(=O)NCCCn2ccnc2)ccc1Cl	-2	3.7	-7	-1	-1	-3	0.3	3	5
CCOc1ccc(Br)cc1C(=O)N/N=C/c1c[nH]c2ccccc12	-2	-0.2	1	4	-1	9	0.0	3	-1
COc1ccc(NS(=O)(=O)c2cccc3nonc23)c(OC)c1	-5	1.8	-2	9	nt	-4	0.5	0	-2
CCC(=O)N1CCN(c2ccccc2NC(=O)c2cccs2)CC1	-3	1.5	-5	-1	0	16	0.4	1	4
Cc1ccc(-c2nnn(CCC(=O)N3CCCCC3C)n2)cc1 (stereo unspecified)	11	0.8	1	-4	1	-1	0.0	-5	-2

The last 4 entries of the section above open the next one.
SMILES	procasp3 activ	PP5 inh	PP1 inh	proCasp7 act	JMJD2C inh	core dimer inh	Efflux pump mplx	CTSL1 counter	TPT1 inh
CCOc1ccc(Br)cc1C(=O)N/N=C/c1c[nH]c2ccccc12	-2	-0.2	1	4	-1	9	0.0	3	-1
COc1ccc(NS(=O)(=O)c2cccc3nonc23)c(OC)c1	-5	1.8	-2	9	nt	-4	0.5	0	-2
CCC(=O)N1CCN(c2ccccc2NC(=O)c2cccs2)CC1	-3	1.5	-5	-1	0	16	0.4	1	4
Cc1ccc(-c2nnn(CCC(=O)N3CCCCC3C)n2)cc1 (stereo unspecified)	11	0.8	1	-4	1	-1	0.0	-5	-2
O=C(O)c1ccccc1C(=O)Nc1cccc([N+](=O)[O-])c1	3	-2.9	1	11	1	-1	0.0	0	0
CC1(C)Cc2cccc(OCC(=O)Nc3cccnc3)c2O1	9	-0.5	-5	1	7	0	0.0	-3	2
CCOC(=O)Cn1nnnc1CN(Cc1ccc(OC)cc1)Cc1cc2cc(C)ccc2[nH]c1=O	4	1.6	-4	-5	20	7	0.2	-4	-1
CCSc1ccc2nnc(-c3ccc(F)cc3)n2n1	-4	2.4	4	-1	3	-1	-0.1	3	1
CC(=O)Nc1ccc(NC(=O)C(C)OC(=O)C2(c3ccc(F)cc3)CCCC2)cc1 (stereo unspecified)	10	3.1	-2	8	-14	4	0.0	-1	0
COCCn1c(C)nc2oc3ccc(Br)cc3c(=O)c2c1=O	-2	-0.1	1	16	-3	39	-0.1	0	16
Fc1ccccc1-c1nc(NCCCN2CCOCC2)c2ccccc2n1	2	1.2	1	1	-1	-6	-0.6	14	-2
COc1ccc(N2CCN(Cc3oc(CO)cc(=O)c3O)CC2)cc1	-5	2.3	1	2	-7	4	0.0	2	-28
